# M. tuberculosis HTS – M. tuberculosis growth inhibition, HTS (AID 449762). M. tuberculosis H37Rv growth inhibition, 7H9 media; higher % means a stronger effect. inhibition, % at 25 µM, or IC50 in µM where a hit was titrated. 330,000 compounds, 0.59% hits; in the data active = a potency from the dose series; inconclusive = inhibition above about 70% without an active follow-up result;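 note: bacterial growth assessed after seven days of incubation; strong numbers were not always called active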
# VEEV TC-83 Vero – inhibitors of VEEV TC-83 cytopathic effect, confirmation, Vero cells (AID 588727) | inhibition, % at 20 µM, or IC50 in µM where a hit was titrated | Vero cells, VEEV TC-83 cytopathic effect inhibition; higher % means a stronger effect | 350,000 compounds, 0.13% hits; in the data active = a potency from the dose series; inconclusive = inhibition mostly from about 14% at the one dose, without a potency; inactive = the rest, 99 in 100 with inhibition below about 12%; note: strong numbers were not always called active
# tuberculosis growth – growth inhibition of non-replicating M. tuberculosis (AID 488890); Mycobacterium tuberculosis non-replicating, growth inhibition; higher % means a stronger effect; one-dose inhibition, % at 25 µM; IC50 in µM for titrated hits; 320,000 compounds, 0.39% hits; in the data active = a potency from the dose series; inconclusive = inhibition mostly from about 82% at the one dose, without a potency; inactive = the rest, 99 in 100 with inhibition below about 76%;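 note: plate controls were DMSO cells for no effect and high antibiotic wells for full effect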
# H1N1 NS1A inhibition – NS1A inhibition, H1N1 influenza, cell based functional assay (AID 504329); NS1A functional cell-based assay, percent inhibition; higher % means a stronger effect; inhibition, % at 12.5 µM; hits with a dose series show IC50 in µM; 340,000 compounds, 0.3% hits; in the data active = a potency from the dose series; inconclusive = inhibition above about 27% without an active follow-up result; note: strong numbers were not always called active
# PhoP GFP inhibition – Inhibition of PhoP regulon, Salmonella typhi GFP reporter cells, confirmation, 4 h (AID 1850); Salmonella Typhi PhoP-promoter GFP reporter, fluorescence, 4 h; higher % means a stronger effect; inhibition, % at 50 µM, or IC50 in µM where a hit was titrated; 310,000 compounds, 0.33% hits; in the data active = a potency from the dose series; inconclusive = inhibition mostly from about 25% at the one dose, without a potency; inactive = the rest, 99 in 100 with inhibition below about 19%;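 note: 0% = induced wells with vehicle and 100% = uninduced wells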
# VEEV TC-83 Vero 10K pilot screen – also measured in VEEV TC-83 Vero; calls as there; inhibition, %; measured here: 10K pilot screen inhibition
# * marks the source's active call; other numbers are inactive results; i = inactive; ? = inconclusive; · = no result given.
SMILES,M. tuberculosis HTS,VEEV TC-83 Vero,tuberculosis growth,H1N1 NS1A inhibition,PhoP GFP inhibition,others
COCCN1CCCC(CNCc2cn(C)nc2-c2ccc(Oc3ccccc3)cc2)C1 (stereo unspecified),2%,3.0%,37%,5%,-7%,
COc1ccc(NC(=O)c2ccccc2N(Cc2ccccc2)S(C)(=O)=O)cc1,3%,1.6%,1%,-10%,-1%,
CCCCn1c(N)c(N(CCOC)C(=O)CCC2CCCCC2)c(=O)[nH]c1=O,-6%,3.7%,-4%,-5%,·,
Cc1cc(=O)n2nc(N3CCCC(C(=O)NCc4ccccc4C)C3)sc2n1 (stereo unspecified),-5%,1.1%,11%,8%,5%,
O=C(Nc1nccs1)C(=O)c1c[nH]c2ccccc12,-2%,1.3%,4%,6%,-10%,
COc1ccc2nc(SC(C)C(=O)NC3(C#N)CCCCC3)[nH]c2c1 (stereo unspecified),-9%,1.0%,-10%,-4%,·,
O=C1C2CCCCN2C(=O)N1CCCCN1CCN(c2ccccc2Oc2ccccc2)CC1 (stereo unspecified),-3%,i,15%,-4%,-6%,
Cc1cccc(NC(=O)c2cccc(N3C(=O)CCC3=O)c2)c1,-5%,0.5%,-11%,-4%,-3%,
COc1cccc(/C(O)=C2/C(=O)C(=O)N(CCN(C)C)C2c2ccccn2)c1 (stereo unspecified),-3%,2.1%,-6%,0%,2%,VEEV TC-83 Vero 10K pilot screen=1.5
COCCn1c(=O)[nH]c2cc(C(=O)NC(C)C)ccc2c1=O,1%,i,4%,4%,-12%,
CCOC(=O)Cc1csc(NC(=O)CCCCCN2C(=O)c3ccccc3C2=O)n1,-2%,1.5%,37%,3%,-7%,
O=C(O)COCC(=O)N1CCCN(c2ccc(C(F)(F)F)cn2)CC1,0%,0.6%,-11%,-6%,14%,
COC(=O)c1cc([N+](=O)[O-])c(-n2ccnc2)c([N+](=O)[O-])c1,12%,0.3%,35%,-3%,-12%,
COc1ccccc1-c1sc2ccccc2c1-c1ccc(C(C)=O)cc1,-4%,0.4%,27%,1%,14%,VEEV TC-83 Vero 10K pilot screen=2.9
CCCCCNC(=O)c1ccc2c(=O)n(CCCOCC)c(=S)[nH]c2c1,4%,1.8%,-1%,2%,0%,
O=S(=O)(NC1CCCCC1)c1ccc(N2CCOCC2)nc1,3%,0.4%,11%,0%,-7%,
CC(=O)c1cccc(CN2CCC(n3nccc3NC(=O)CCOc3ccccc3)CC2)c1,-3%,i,2%,-12%,-10%,
Cc1ccccc1Nc1nc(N)nc(COC(=O)/C=C/c2ccco2)n1,7%,3.3%,25%,-6%,-22%,
CCCCn1c(N)c(N(CCOC)C(=O)COC(=O)CCOc2ccccc2)c(=O)[nH]c1=O,7%,0.8%,-4%,-11%,5%,
O=C(O)c1ccccc1NC(=O)C(Cc1ccccc1)N1C(=O)c2ccccc2C1=O (stereo unspecified),10%,0.6%,1%,-12%,-2%,
COc1ccccc1C(C)NC(=O)c1ccc(S(=O)(=O)NCc2ccco2)cc1 (stereo unspecified),-5%,0.8%,19%,-2%,·,
CN1CCN(C(=O)C2=C[C@@H](c3ccc4c(c3)OCO4)C[C@@H](OCc3ccc(CO)cc3)O2)CC1,4%,0.6%,23%,3%,8%,
O=C(NC1CCCCC1)NC1(C(=O)N2CCN3CCCC3C2)CCCCC1 (stereo unspecified),-4%,1.1%,2%,1%,-1%,
CC(=O)C(C(C)=O)c1c(Cl)c(O)c(O)c2c(C(=O)c3ccccc3)coc12,3%,10.0%,35%,9%,-8%,
CC12C(=O)N(Cc3ccco3)C(=O)C1C1c3ccccc3C2c2ccccc21 (stereo unspecified),-10%,6.4%,11%,-1%,-9%,
CC1CCCN(C(=O)COc2ccc(Nc3ccccc3)cc2)C1 (stereo unspecified),20%,i,52%,-2%,-3%,
Cn1c(CSCc2ccc(F)cc2)nnc1SCC(=O)Nc1cccc(C(=O)O)c1,6%,0.3%,-11%,1%,-2%,
O=c1[nH]c(NCCO)nnc1Cc1ccc(Cl)cc1,9%,0.8%,-1%,1%,9%,
Cc1ccccc1NC(=O)CN1C(=O)c2cccnc2Oc2ccc(Cl)cc21,0%,0.4%,9%,-153%,-2%,
O=C(CSc1nc2[nH]ncc2c(=O)n1-c1ccccc1)c1ccc2c(c1)OCCO2,2%,i,5%,1%,1%,
CC(C)(C)C(=O)NC(NC(=O)C(C)(C)C)c1ccc([N+](=O)[O-])cc1,11%,0.5%,-11%,-7%,-5%,
CCOc1ccc(N(CC(=O)NCCc2ccccc2)C(=O)CCC(=O)Nc2nccs2)cc1,-1%,3.9%,9%,-12%,5%,
C=C1CCN([C@@H](C)C(=O)NCCCCCC)S(=O)(=O)c2ccccc21,1%,i,32%,12%,4%,
O=C(C1CC(=O)N(c2ccc(F)c(Cl)c2)C1)N1CCC2(CC1)OCCO2 (stereo unspecified),-7%,0.7%,-4%,8%,-5%,
O=C(Cc1ccccc1[N+](=O)[O-])OCC(=O)c1ccccc1Br,9%,1.6%,-39%,0%,·,
O=C(Nc1ccc(Oc2ccc(NC(=O)C3CCCO3)cc2)cc1)C1CCCO1 (stereo unspecified),2%,0.6%,0%,-17%,8%,
O=C(O)CCNS(=O)(=O)c1ccccc1C(F)(F)F,-11%,0.9%,-7%,7%,5%,
CCOC(=O)c1c(NC(=O)c2ccc(S(=O)(=O)N(C)CC3CCCO3)cc2)sc2c1CCN(C)C2 (stereo unspecified),-4%,7.8%,64%,-8%,3%,
Nc1nnc(SCC(=O)Nc2ccc(Cl)c(C(=O)O)c2)s1,-4%,i,-6%,-3%,-1%,
O=C(CSc1nnc(CNc2cccc(C(F)(F)F)c2)n1Cc1ccco1)NCc1ccco1,-17%,1.0%,-6%,3%,0%,

# Continued; it opens with the three that closed the last part.
SMILES,M. tuberculosis HTS,VEEV TC-83 Vero,tuberculosis growth,H1N1 NS1A inhibition,PhoP GFP inhibition,others
CCOC(=O)c1c(NC(=O)c2ccc(S(=O)(=O)N(C)CC3CCCO3)cc2)sc2c1CCN(C)C2 (stereo unspecified),-4%,7.8%,64%,-8%,3%,
Nc1nnc(SCC(=O)Nc2ccc(Cl)c(C(=O)O)c2)s1,-4%,i,-6%,-3%,-1%,
O=C(CSc1nnc(CNc2cccc(C(F)(F)F)c2)n1Cc1ccco1)NCc1ccco1,-17%,1.0%,-6%,3%,0%,
O=C(NCc1ccc(-c2csnn2)cc1)C1CC1,5%,0.8%,2%,·,-1%,
CCOc1ccc(NC(=O)CSc2ccc(-c3cccnc3)nn2)cc1,69%,i,36%,-6%,-8%,
Cc1cccc(N=c2c([N+](=O)[O-])nn(-c3ccc(Cl)cc3)n2O)c1,58%,0.6%,73%,-6%,-4%,
COc1ccc(S(=O)(=O)N2CCN(C(=O)N3CCOCC3)C2C)cc1 (stereo unspecified),1%,i,-3%,4%,0%,
COc1ccc(NC(=O)COC(=O)CNS(=O)(=O)c2ccc(F)c(F)c2F)cc1OC,-4%,0.8%,-51%,4%,1%,
O=C(Cn1c(=O)oc2cc(S(=O)(=O)N3CCCC3)ccc21)N1CCN(c2ccccc2)CC1,-10%,9.6%,-4%,20%,·,
O=C(O)C1CC=CCC1C(=O)Nc1ccccc1C(=O)N1CCN(c2ccccc2)CC1 (stereo unspecified),1%,0.6%,-4%,-2%,-1%,
CCOc1ccc(NS(=O)(=O)c2cc(C(=O)NCC3CCCO3)ccc2Cl)cc1 (stereo unspecified),16%,2.8%,0%,-1%,1%,
O=C(COc1ccccc1)Nc1nccs1,-4%,i,51%,-7%,15%,
CCOC(=O)c1c(C)n(CC(O)CN2CCOCC2)c2cc(Br)c(OC)cc12 (stereo unspecified),10%,6.4%,9%,-4%,13%,
Cc1cc2c(cc1S(=O)(=O)N1CCCC1)n(C)c(=O)c(=O)n2C,-5%,1.0%,-13%,5%,-8%,
C=CCc1cc(Cl)ccc1OCCCn1ccnc1,?,0.6%,8.2µM*,-26%,-1%,
Cc1noc(C)c1COc1ccc(C(=O)OCC(=O)N2CC3(C)CC2CC(C)(C)C3)cc1 (stereo unspecified),?,0.5%,59%,5%,7%,
CCN(CC)c1ccc2cc(C(=O)NCc3ccc(F)cc3)c(=N)oc2c1,?,5.3%,1.6µM*,-89%,-1%,
Cn1c(SCC(=O)NC2CCCC2)nc2c(c1=O)SCC2,-7%,4.4%,-14%,2%,-10%,
Cc1ccc(N2C(=O)NC(=O)/C(=C\c3ccc(N4CCOCC4)cc3)C2=O)cc1,-1%,0.9%,-13%,1%,-12%,
Cc1ccc(C(=O)NC2CCS(=O)(=O)C2)cc1S(=O)(=O)N1CCOCC1 (stereo unspecified),-14%,0.9%,-7%,-5%,0%,
Cn1cc([N+](=O)[O-])c(C(=O)Nc2ccn(Cc3c(F)c(F)cc(F)c3F)n2)n1,·,4.1%,·,1%,3%,
Cc1cccn2c(=O)c3cc(C(=O)NCCCN4CCCC4=O)n(C)c3nc12,-3%,0.3%,5%,5%,0%,
COc1ccc(NC(=O)c2cc3ccccc3cc2OC)cc1,?,2.2%,76%,-2%,-6%,
CN1CCN(C(=O)CCc2nc3ccccc3n2-c2ccccc2)CC1,1%,i,-10%,12%,-1%,
CCOC(=O)Cc1nnc(NC(=O)CSc2nnc3c4ccccc4n(C)c3n2)s1,0%,0.3%,11%,7%,13%,
CC1=NS(=O)(=O)NC(C)(C)C1,·,i,·,-24%,·,
COc1ccccc1NC(=O)CSc1nnc(Cc2cccs2)n1C,-4%,1.7%,-9%,0%,5%,
CCc1cccc(NS(=O)(=O)c2ccc3c(c2)N(C)CCO3)c1,3%,6.1%,11%,-4%,2%,
CCOCCCNS(=O)(=O)c1ccc(NC(=O)c2ccc([N+](=O)[O-])cc2Cl)cc1,-8%,0.8%,-16%,0%,-5%,VEEV TC-83 Vero 10K pilot screen=0.2
O=C(NCCN1C(=O)S/C(=C\c2cccnc2)C1=O)C1=NN(c2ccccc2)C(=O)CC1,1%,1.3%,8%,0%,-5%,
Nn1c(Cc2cccc3ccccc23)nnc1SCC(=O)NCC1CCCO1 (stereo unspecified),-7%,i,7%,11%,-5%,
O=C(CCC(=O)OCC(=O)c1ccccc1)Nc1cccc(Cl)c1,5%,0.8%,-17%,2%,-5%,
CCOc1ccccc1NC(=O)c1csc(C)c1C,3%,6.6%,37%,-12%,-8%,
CCOC(=O)c1ccc(NCc2cccnc2)cc1,?,0.3%,38%,-6%,-2%,
COc1cc(C(NC(C)=O)NC(C)=O)ccc1OCc1ccccc1,-5%,1.6%,-5%,-4%,-1%,
COCCNC(=S)N1CCc2cc(OC)c(OC)cc2C1COc1ccc(C(C)C)cc1 (stereo unspecified),3%,0.6%,-9%,9%,-9%,
Cc1c(C#N)c2ccccc2n1CC(=O)N1CCCC1,3%,0.8%,18%,-6%,18%,
COc1ccc(CCNC(=O)C2CCN(S(=O)(=O)c3ccc(C)cc3)CC2)cc1,-2%,0.4%,9%,21%,-3%,
O=C(OCC1OC(n2ccc(=O)[nH]c2=O)C(O)C1OC(=O)c1ccccc1)c1ccccc1 (stereo unspecified),-4%,i,4%,1%,7%,VEEV TC-83 Vero 10K pilot screen=5.3
COc1ccc(C(=O)OCC(=O)NCCCc2ccccc2)cc1[N+](=O)[O-],-10%,0.8%,5%,-4%,10%,
COc1cc(NC(=O)c2cc(-c3cccnc3)nc3ccc(Br)cc23)cc(OC)c1,6%,i,-7%,0%,7%,
Cn1c(NNC(=O)CCC2CCCCC2)cc(=O)n(C)c1=O,-7%,i,20%,3%,-1%,VEEV TC-83 Vero 10K pilot screen=0.1
COc1ccc2c(c1)c(/C=N/Nc1nc3ccccc3[nH]1)c(C)n2C,?,23%,46%,13%,20%,
Cc1cc(C)c(O)c(-c2n[nH]c3c2C(c2cccc(O)c2)N(Cc2ccco2)C3=O)c1 (stereo unspecified),-2%,?,13%,2%,5%,
Cc1ccc(S(=O)(=O)NN2C(=O)/C(=C/c3cccnc3)SC2=S)cc1,-2%,1.6%,1%,-4%,-2%,
Cc1ccc(Cn2ccc(NC(=O)c3nn(C)cc3Cl)n2)cc1,7%,2.1%,33%,-5%,-11%,

# In the list so far, these have bromine.
SMILES,M. tuberculosis HTS,VEEV TC-83 Vero,tuberculosis growth,H1N1 NS1A inhibition,PhoP GFP inhibition,others
O=C(Cc1ccccc1[N+](=O)[O-])OCC(=O)c1ccccc1Br,9%,1.6%,-39%,0%,·,
CCOC(=O)c1c(C)n(CC(O)CN2CCOCC2)c2cc(Br)c(OC)cc12 (stereo unspecified),10%,6.4%,9%,-4%,13%,
COc1cc(NC(=O)c2cc(-c3cccnc3)nc3ccc(Br)cc23)cc(OC)c1,6%,i,-7%,0%,7%,
